# Arrestin-AP2 inh = blocks beta-arrestin peptide binding to AP2 adaptin; inhibition, % at 10 µM; 340,000 compounds, 0.31% hits; FITC-arrestin peptide / GST-AP2 beads, flow cytometry; AP2 beta2 appendage carries R879A mutation;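 active = inhibition above a set limit, near 3 SD of compounds lacking own fluorescence, cut at about 54% in these data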;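 note: plate controls were DMSO wells for no effect and 5 µM unlabelled arrestin peptide for full effect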
#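 System: GST-AP2 R879A bound to glutathione beads, E. coli-expressed. Also added: 50 nM FITC-arrestin peptide. Schedule: compound with beads 12 min RT, then probe 1 h RT. Signal: bead flow cytometry, FITC channel. Read-out basis: percent response.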
# NSD2 inh = inhibitors of human histone methyltransferase NSD2 | 310,000 compounds, 0.54% hits | NSD2 peptide methylation, AlphaScreen, 120 min | inhibition, % at 12.5 µM | AID 743445; in the data active = inhibition above about 50%
# DAGLB inh = diacylglycerol lipase beta (human) inhibition | HEK293T DAGLB membrane lysate, EnzChek fluorogenic substrate | inhibition, % at 5.17 µM | 340,000 compounds, 0.059% hits | AID 504411; in the data active = inhibition above about 34%;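 note: 0% = enzyme with vehicle and 100% = wells lacking enzyme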
# LANA DNA inh = KSHV C-LANA DNA binding inhibition; MBP-C-LANA/FAM-LBS DNA binding, fluorescence polarization; inhibition, % at 9 µM; 340,000 compounds, 0.078% hits;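 active = highest replicate inhibition at or above 60% at 9 µM, even if other replicates fall short; inactive = all replicates below 60% inhibition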;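 note: 0% = neutral control wells and 100% = 4 µM acridine orange control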
# Keap1-Nrf2 PPI = disrupts human Keap1 binding to Nrf2 peptide; Q14145; Keap1 Kelch-Nrf2 peptide fluorescence polarization, 1536-well; inhibition, % at 9.4 µM; 340,000 compounds, 0.15% hits; AID 504523; in the data active = inhibition above about 12%;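 note: human Keap1 Kelch domain with fluorescein labeled Nrf2 9mer peptide probe; 0% = neutral control wells and 100% = peptide positive control; higher means more block of Keap1 binding to Nrf2 peptide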
# RTF Ca sens inh = cardiac RTF calcium desensitization. P19429+P45379. IANBD-labeled cardiac RTF, Ca2+ fluorescence. inhibition, % at 7.15 µM. 340,000 compounds, 0.12% hits. AID 493244;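 active = inhibition above the mean inhibition of all tested compounds plus 3 SD, cut at about 17% in these data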;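 note: assay run at fixed EC70 calcium of 1.6 mM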
# SR-BI DiI-HDL act = enhances SR-BI lipid uptake from DiI-HDL | 320,000 compounds, 0.096% hits | CHO ldlA[mSR-BI] cells, DiI-HDL uptake fluorescence, 3 h; 100 = double the neutral-control signal | activation, % at 12.5 µM;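 active = mean replicate activation of at least 60% and every replicate at or above 60%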;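 note: 0% = median plate neutral-control signal and 100% = twice that signal; values of inactives mirror those of a sister screen read the other way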
#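 Material – SR-BI-overexpressing, LDLR-lacking CHO cells · Medium – BSA-supplemented, HEPES-buffered Ham's F12, pH 7.4 · Doses – single concentration · Times – compound with DiI-HDL co-incubation, 3 h at 37 °C · Measured by – bottom-read fluorescence, 550/595 nm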
# PKA-R2B activ = PKA-R2B complex activation. P22694+P31323. PKA-R2B holoenzyme dissociation, Cy5-IP20 fluorescence polarization; R2B truncated from residue 108, S112A mutant; 0% DMSO only, 100% 113 µM cGMP. activation, % at 11.4 µM. 340,000 compounds, 0.079% hits. AID 504700;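 active = activation above a cutoff set at the mean over all compounds plus 3 SD, cut at about 18% in these data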;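 note: higher means more holoenzyme dissociation and a rise in polarization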
# Target sequence (P31323 whole entry, looked up, other chains not shown, the tested form may be a part): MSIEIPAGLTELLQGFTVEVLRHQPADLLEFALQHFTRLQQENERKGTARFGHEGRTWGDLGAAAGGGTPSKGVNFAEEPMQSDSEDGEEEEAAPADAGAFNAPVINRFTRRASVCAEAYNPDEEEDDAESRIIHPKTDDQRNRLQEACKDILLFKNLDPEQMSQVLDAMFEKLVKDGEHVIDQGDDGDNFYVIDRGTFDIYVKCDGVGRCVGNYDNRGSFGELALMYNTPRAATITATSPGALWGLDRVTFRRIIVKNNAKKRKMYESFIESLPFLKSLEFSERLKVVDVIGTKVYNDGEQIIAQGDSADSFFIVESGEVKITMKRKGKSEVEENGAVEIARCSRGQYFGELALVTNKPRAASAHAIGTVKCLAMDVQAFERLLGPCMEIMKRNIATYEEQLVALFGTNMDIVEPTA
# SR-BI HDL uptake = blocks mouse SR-BI lipid uptake from DiI-HDL. 320,000 compounds, 0.96% hits. inhibition, % at 12.5 µM. ldlA[mSR-BI] CHO cells, DiI-HDL uptake fluorescence, 3 h;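 active = mean replicate inhibition of at least 70% and a set share of replicates each scoring 70 or more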;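 note: 0% = median of neutral control wells and 100% = median of positive control wells; values of inactives mirror those of a sister screen read the other way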
# Target sequence (Q61009 whole entry, looked up): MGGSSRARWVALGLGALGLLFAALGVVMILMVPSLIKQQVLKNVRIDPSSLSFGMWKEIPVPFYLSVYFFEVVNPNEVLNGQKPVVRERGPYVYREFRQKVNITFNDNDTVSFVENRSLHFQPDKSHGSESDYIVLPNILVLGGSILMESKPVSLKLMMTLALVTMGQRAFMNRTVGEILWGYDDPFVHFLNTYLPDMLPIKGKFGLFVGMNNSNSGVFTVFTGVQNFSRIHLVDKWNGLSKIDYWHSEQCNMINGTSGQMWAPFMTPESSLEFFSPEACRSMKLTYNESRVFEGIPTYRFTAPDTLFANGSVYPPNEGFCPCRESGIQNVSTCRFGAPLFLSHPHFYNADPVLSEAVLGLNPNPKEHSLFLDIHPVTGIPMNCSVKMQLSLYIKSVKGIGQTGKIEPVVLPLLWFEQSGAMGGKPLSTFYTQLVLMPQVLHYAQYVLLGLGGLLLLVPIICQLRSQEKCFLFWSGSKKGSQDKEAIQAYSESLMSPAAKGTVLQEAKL
# PvdQ inh = blocks Pseudomonas aeruginosa PvdQ acylase activity; purified PvdQ acylase, fluorescence plate reader; inhibition, % at 10 µM; 340,000 compounds, 0.063% hits; in the data active = inhibition above about 30%, passing the limit was not always enough;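 note: 0% = vehicle neutral wells and 100% = reference inhibitor wells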
# The depositor's hits bear a star; / = not tested or not shown.
1) O=C(NC1c2ccccc2-c2ccccc21)N1CCOCC1
2) O=C(O)c1cccc(NC(=O)c2cccc(NC(=O)C3CCCO3)c2)c1 (centres undefined)
3) O=C(CSc1nc2ccc(Cl)cc2[nH]1)Nc1ccc2[nH]c(=O)[nH]c2c1
4) CCCc1cc(=O)[nH]c(SCC(=O)Nc2nonc2N)n1
5) CCN(CC)CCCNc1ccc(-c2nnc(-c3ccc(OCC(C)C)cc3)o2)cn1
6) O=C(C(=O)N1CCN(c2ccc(F)cc2)CC1)c1cn(CC(=O)N2CCOCC2)c2ccccc12
7) Cc1c(C(=O)Nc2c3c(nn2C(C)(C)C)CS(=O)(=O)C3)cccc1[N+](=O)[O-]
8) CCOC(=O)NC(=O)/C(C#N)=N\Nc1cccc(OC)c1
Screen / compound no.	1	2	3	4	5	6	7	8
Arrestin-AP2 inh	2	6	13	0	11	-10	12	12
NSD2 inh	-2	/	8	1	12	0	-3	2
DAGLB inh	1	0	1	-2	0	-1	0	2
LANA DNA inh	0.6	-0.4	0.7	-0.5	-1.8	-0.6	-0.8	0.4
Keap1-Nrf2 PPI	-3	5	-3	-3	3	-2	2	1
RTF Ca sens inh	-6	0	-10	-4	14	-1	-2	-15
SR-BI DiI-HDL act	19	-3	-21	24	24	-18	9	15
PKA-R2B activ	-2	6	-3	2	-9	-1	-2	-14
SR-BI HDL uptake	-19	3	21	-24	-24	18	-9	-15
PvdQ inh	-13	17	17	-8	7	-7	2	-2

# Sorted by heavy-atom count (smallest number first): five of the compounds above.
1) O=C(NC1c2ccccc2-c2ccccc21)N1CCOCC1
3) O=C(CSc1nc2ccc(Cl)cc2[nH]1)Nc1ccc2[nH]c(=O)[nH]c2c1
2) O=C(O)c1cccc(NC(=O)c2cccc(NC(=O)C3CCCO3)c2)c1 (centres undefined)
7) Cc1c(C(=O)Nc2c3c(nn2C(C)(C)C)CS(=O)(=O)C3)cccc1[N+](=O)[O-]
5) CCN(CC)CCCNc1ccc(-c2nnc(-c3ccc(OCC(C)C)cc3)o2)cn1
Screen / compound no.	1	3	2	7	5
Arrestin-AP2 inh	2	13	6	12	11
NSD2 inh	-2	8	/	-3	12
DAGLB inh	1	1	0	0	0
LANA DNA inh	0.6	0.7	-0.4	-0.8	-1.8
Keap1-Nrf2 PPI	-3	-3	5	2	3
RTF Ca sens inh	-6	-10	0	-2	14
SR-BI DiI-HDL act	19	-21	-3	9	24
PKA-R2B activ	-2	-3	6	-2	-9
SR-BI HDL uptake	-19	21	3	-9	-24
PvdQ inh	-13	17	17	2	7

# (listing goes on)
9) CC(C)(C)c1ccc(N2C(=N)SCC2=O)cc1
10) COC(=O)c1cc(COC(=O)COc2ccc(C)c(C)c2)oc1C
11) CCOc1ncccc1C(=O)Nc1ccc(-c2cn3ccsc3n2)cc1
12) CC1CCN(c2nc3c(N)ncnc3n2[C@@H]2O[C@H](CO)[C@@H](O)[C@H]2O)CC1
13) COCCn1c(=NC(=O)CSCC(=O)N2CCOCC2)sc2cc(C)ccc21
14) Cc1cc(C)cc(N(CC(=O)NC2CCCCC2)C(=O)c2ccc(C)s2)c1
15) CC(Nc1ccc(Br)cc1)C(=O)N/N=C/c1ccccc1OCc1ccccc1 (centres undefined)
16) CCOc1ccc(CCNC(=O)c2ccc(Cl)c(S(=O)(=O)N3CCOCC3)c2)cc1OCC
Screen / compound no.	9	10	11	12	13	14	15	16
Arrestin-AP2 inh	-18	5	8	-1	-10	3	12	-4
NSD2 inh	-1	0	0	-1	-7	-1	-4	-1
DAGLB inh	-3	-8	2	1	-1	-5	0	-2
LANA DNA inh	0.9	-1.2	-0.8	-0.3	-0.2	1.2	0.7	2.0
Keap1-Nrf2 PPI	1	-5	4	1	-3	0	2	-6
RTF Ca sens inh	-1	-27	4	8	-10	-7	2	-6
SR-BI DiI-HDL act	0	/	-33	28	/	8	-28	-73
PKA-R2B activ	-9	-4	-4	4	3	1	2	5
SR-BI HDL uptake	0	/	33	-28	-10	-8	28	73*
PvdQ inh	-1	-13	-8	-6	-15	-5	7	-16

17) CC(C(=O)Nc1cc(C(F)(F)F)ccc1N1CCOCC1)N1C(=O)C2CC=CCC2C1=O (centres undefined)
18) CC(=O)c1ccc(C(=O)N(C)C2CCCN(Cc3ccccc3F)C2)s1 (centres undefined)
19) CS(=O)(=O)N1CCC(C(=O)Nc2cccc(Br)c2)CC1
20) CN(Cc1ccccc1F)c1nc(-c2cccnc2)nc2ccccc12
21) Cc1ccc(NS(=O)(=O)c2cccc(C(=O)NNC(=O)c3ccco3)c2)c(C)c1
22) O=C(Cn1c(-c2cscn2)nc2ccccc21)Nc1ccccc1F
23) COc1cc2[nH]c(=O)n(C3CCCCC3)c(=O)c2cc1OC
24) CCOC(=O)C1(CCOc2ccccc2)CCN(Cc2cccc(OC)c2OC)CC1
Screen / compound no.	17	18	19	20	21	22	23	24
Arrestin-AP2 inh	30	-2	-1	9	13	-9	-3	36
NSD2 inh	0	3	-4	-1	2	9	-5	0
DAGLB inh	-3	0	-2	-8	2	0	-3	-6
LANA DNA inh	2.4	1.2	1.3	1.3	-0.4	0.6	0.3	-0.9
Keap1-Nrf2 PPI	-2	3	-1	-11	-3	-1	-1	2
RTF Ca sens inh	2	-18	-9	6	1	-12	1	-8
SR-BI DiI-HDL act	-2	16	-4	-6	-1	-2	-13	-25
PKA-R2B activ	-1	-2	2	-7	-1	-3	-10	-17
SR-BI HDL uptake	2	-16	4	6	1	2	13	25
PvdQ inh	-2	-12	-7	4	15	-15	-7	3

25) CC(=O)NC1(C(F)(F)F)C(=O)Nc2c1c(=O)[nH]c(=O)n2CC(C)C (centres undefined)
26) COCC(=O)OCC(=O)Nc1ccc(Cl)cc1[N+](=O)[O-]
27) CC(=O)OC1COC(OC(C)=O)CO1 (centres undefined)
28) COCCNC(=O)c1c(N)n(/N=C/c2cccs2)c2nc3ccccc3nc12
29) CC(=O)CN1C(=O)NC(c2ccccc2)(c2ccccc2)C1=O
30) CCOC(=O)c1ccc(NC(=O)CSc2nc3sc(C(=O)O)c(C)c3c(=O)[nH]2)cc1
31) CCN(CC)C(=O)COc1cccc2ccccc12
32) CC(NC(=O)CSc1n[nH]c(=O)[nH]c1=O)C1CC2CCC1C2 (centres undefined)
Screen / compound no.	25	26	27	28	29	30	31	32
Arrestin-AP2 inh	-16	-6	-3	13	-2	17	11	-35
NSD2 inh	-2	-2	0	0	1	-1	13	/
DAGLB inh	2	-2	0	0	1	-1	4	0
LANA DNA inh	-0.3	2.1	0.1	-0.2	0.8	0.4	-0.3	-2.1
Keap1-Nrf2 PPI	-2	6	-9	-2	2	-1	-2	-5
RTF Ca sens inh	-4	-10	-16	4	-3	-15	-6	2
SR-BI DiI-HDL act	10	14	6	-6	/	-16	22	26
PKA-R2B activ	-12	-10	-2	-4	0	-11	-4	-4
SR-BI HDL uptake	-10	-14	-6	6	/	16	-22	-26
PvdQ inh	-16	-15	-17	11	-3	-4	-7	-11

33) CC(=O)N/N=C/c1cc2c(cc1[N+](=O)[O-])OCO2
34) Cn1cnnc1SCC(=O)c1ccc2c(c1)OCCO2
35) CC(C)c1ccc(OCC(=O)NN2C(=O)c3ccccc3C2=O)c(Br)c1
36) O=C(CCC(=O)c1ccccc1)Nc1cccnc1
37) N#CC(=C(c1ccccc1)c1ccccc1)c1ccccc1
38) O=C(OCC(=O)N1CCN(c2ccccc2)CC1)c1cc(Br)ccc1Cl
39) CCN(CC)CCN(C(=O)c1ccc2c(c1)CCCC2)c1nc2ccc(OC)cc2s1
40) O=c1oc(CCCO)cc2ccccc12
Screen / compound no.	33	34	35	36	37	38	39	40
Arrestin-AP2 inh	-3	25	-21	2	30	19	2	29
NSD2 inh	3	35	2	-3	-2	-2	4	/
DAGLB inh	-2	-3	-1	3	-5	-8	-16	4
LANA DNA inh	-4.3	0.2	3.1	1.5	2.4	0.6	-0.3	1.1
Keap1-Nrf2 PPI	-1	-1	3	-4	1	-2	-4	0
RTF Ca sens inh	-6	0	-3	-3	6	0	-4	-23
SR-BI DiI-HDL act	9	18	3	/	5	-52	-40	-11
PKA-R2B activ	-9	0	-3	-2	-6	-2	7	4
SR-BI HDL uptake	-9	-18	-3	/	-5	52	40	11
PvdQ inh	-11	1	-12	4	-1	11	14	-7

41) Cc1c(Nc2cc(=O)oc3ccccc23)c(=O)n(-c2ccccc2)n1C
42) O=C(c1ccccc1)c1cccc2ccccc12
43) COc1ccc(-c2nn(-c3ccccc3)cc2CNC[C@H]2O[C@@H](n3cnc(C(N)=O)n3)[C@H](O)[C@@H]2O)cc1
44) COc1cc(OC)cc(C(=O)N[C@H](C(=O)N2CCc3ccccc32)C(C)C)c1
45) Cc1cc(C)n(CCCNC(=O)C2CC(=O)N(Cc3ccccc3)C2)n1 (centres undefined)
46) Cc1ccc2nc(Nc3ccc(Cl)cc3)c3nncn3c2c1
47) O=C(c1ccccc1)N1CCN(C(=O)c2ccncc2)CC1
48) CN(c1ccccc1)S(=O)(=O)c1cccc(NC(=O)C2=NN(c3ccccc3)C(=O)CC2)c1
Screen / compound no.	41	42	43	44	45	46	47	48
Arrestin-AP2 inh	-1	-11	7	/	-2	-1	14	15
NSD2 inh	-2	-5	/	0	-2	-2	-3	-2
DAGLB inh	-4	-6	2	0	0	-2	1	0
LANA DNA inh	-5.8	-1.9	-0.9	-4.3	-1.1	1.5	1.7	1.5
Keap1-Nrf2 PPI	4	8	0	-3	-1	-3	0	3
RTF Ca sens inh	5	-6	-5	-3	-7	1	-3	-3
SR-BI DiI-HDL act	24	-5	9	9	/	-55	3	-51
PKA-R2B activ	14	-4	4	-7	-14	2	-2	8
SR-BI HDL uptake	-24	5	-9	-9	/	55	-3	51
PvdQ inh	8	-2	8	-6	2	13	7	-9

49) COc1ccc2c(c1)C1=NN(/C(C)=C/C(C)=O)C(c3cccc(F)c3)C1CC2 (centres undefined)
50) O=C(O)c1cc2cc(OCc3ccccc3)ccc2[nH]1
51) COC(=O)/C(=C/c1ccccc1)NC(=O)c1ccco1
52) c1ccc(CNCCN2CCNCC2)nc1
53) O=C1NC2(CCCCC2)C(=O)N1Cc1cccc(C(F)(F)F)c1
54) Cc1ccc(NC(=O)C(C)OC(=O)c2ccc(NS(=O)(=O)c3ccc(F)c(F)c3)cc2)cc1 (centres undefined)
55) COc1cccc(CNC(=O)CCc2nnc(C3CCCCC3)o2)c1
Screen / compound no.	49	50	51	52	53	54	55
Arrestin-AP2 inh	-6	-7	32	32	3	0	12
NSD2 inh	5	1	-2	-2	-3	-4	/
DAGLB inh	-6	3	1	2	3	0	-1
LANA DNA inh	-0.6	1.3	0.7	0.7	-0.6	-0.3	0.4
Keap1-Nrf2 PPI	-5	-1	-3	-2	-3	-2	-4
RTF Ca sens inh	2	-2	-2	-3	-8	-11	-2
SR-BI DiI-HDL act	-46	-14	13	17	-4	-39	2
PKA-R2B activ	1	-6	10	7	-1	-10	5
SR-BI HDL uptake	46	14	-13	-17	4	39	-2
PvdQ inh	-14	-12	6	5	-17	-3	-5
